# High-throughput results as filed in PubChem.
# ARNT-TACC3 inh: ARNT/TACC3 interaction disruption. Q9Y6A5. AlphaScreen His-ARNT PAS-B/GST-TACC3 binding, luminescence; TACC3 fragment carries E629A point mutation. inhibition, % at 9.99 µM. 390,000 compounds, 0.66% hits. AID 623870;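 active = mean inhibition of replicates at least 50% and at least half of replicates each reaching 50%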;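 also: 0% = complete ARNT plus TACC3 wells and 100% = ARNT alone without TACC3; many hits fall short of the cut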
# PAX8 reporter: PAX8 transcriptional activity inhibition; inhibition, % at 12.6 µM; AID 652154; 360,000 compounds, 1.2% hits; RMG-I TPO-luciferase reporter, SteadyGlo, 24 h;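 active = mean replicate inhibition at least 60% with every replicate also reaching 60%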;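 also: luciferase light reporting Pax8 driven TPO promoter activity; plate controls were median of neutral control wells for no effect and mitoxantrone controls for full effect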
# Cneo AK release: causes C. neoformans cell lysis; adenylate kinase release luminescence, 4 h; normalised: neutral wells 0, clomiphene wells 100; lysis activity, % at 15 µM; 360,000 compounds, 0.2% hits;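 active = mean lysis activity across replicates of at least 80%, whatever share of replicates individually reach that level; inactive = mean lysis activity below 80%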
#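 Assay system: log-phase C. neoformans yeast / Quantity: yeast cell density of 5 × 10^6 cells/mL / Medium: fresh YPD growth medium / Compound: single dose / Timing: static 4 h at 37 °C with compound, 1 h detection / Measured by: adenylate kinase release luminescence / Read-out: lysis from increased AK signal / Benchmarks: Clomiphene as positive lysis control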
# Statin myotox sup: suppression of simvastatin myotoxicity; rescue of ATP level, % at 7.49 µM; C2C12 myotubes + simvastatin, ATP luminescence, 48 h; scaled: DMSO 0, geranylgeraniol control 100; 330,000 compounds, 0.78% hits;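 active = mean ATP rescue above about 67%, or every replicate alone reaching that limit, limit read from the data, passing the limit was not always enough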;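 also: myotubes were challenged with 10 µM simvastatin during compound exposure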
# PGC1a acetyl inh: lowers PGC1a acetylation signal in U2OS cells | AlphaScreen anti-acetyl-lysine; with virally co-expressed GCN5 acetyltransferase | inhibition, % at 15.6 µM | 350,000 compounds, 0.17% hits | AID 651687;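 active = every replicate shows inhibition of at least 40%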;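 also: 0% = neutral control wells and 100% = positive control wells; some results beyond the cut were filed as inactive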
# PglD DTNB: PglD (C. jejuni) enzyme inhibition | inhibition, % at 12.5 µM | 360,000 compounds, 0.098% hits | purified PglD enzyme, DTNB colorimetric CoA detection | AID 602405; in the data active = inhibition above about 16%, passing the limit was not always enough; also: strong numbers were not always called active
# GSIS activator: GLuc luminescence reporter in INS-1E cells, primary screen for activators of glucose-dependent secretion of insulin; INS-1E GLuc reporter insulin secretion, 2-3 h; activation, % at 16.6 µM; 370,000 compounds, 0.61% hits; AID 743287;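 active = lowest replicate activation of at least 40%, so every replicate reaches that level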;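 also: 0% = median of neutral control wells and 100% = median of IBMX positive control wells; some compounds called inactive have numbers as strong as hits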
# LGR2 antag: blocks bursicon-induced cAMP signaling via Drosophila LGR2 | HEK293 LGR2, CRE-luciferase, bursicon-stimulated, 4 h | inhibition, % at 9.99 µM | 380,000 compounds, 0.35% hits | AID 720647;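 active = drop in luminescence signal, shown as inhibition above about 50% in the replicate tests, limit read from the data, passing the limit was not always enough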;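 also: agonist challenge used bursicon conditioned medium at about half maximal strength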
# * = called active by the depositor; . = no result given; & = joins results of further samples.
# Order of values – ARNT-TACC3 inh	PAX8 reporter	Cneo AK release	Statin myotox sup	PGC1a acetyl inh	PglD DTNB	GSIS activator	LGR2 antag
NC(=O)COC(=O)c1cccnc1Nc1ccccc1F
 : 0	-19	-3	-1	-1	-8	36	-3
CCOc1ccc(CN2CCNC(=O)C2CC(=O)O)cc1 (stereo unspecified)
 : .	2	.	-2	43	.	19	13
COc1ccc(N(C)C(=O)C2CCN(S(=O)(=O)c3cccc4nonc34)CC2)cc1
 : -5	6	0	15	2	-4	0	-15
NC(=O)c1ccccc1OCC(=O)Nc1cccnc1Cl
 : 0	-16	1	25	0	0	9	-24
N#Cc1c(NC(=O)c2ccc(Cn3cc(Br)cn3)o2)sc2c1CCCCC2
 : -5	.	-9	4	-39	-4	.	.
CO[C@@H]1CN(C)C(=O)c2cc(NC(=O)Cc3ccccc3)ccc2OC[C@H](C)NC[C@H]1C
 : -3	-5	0	-7	3	-1	1	18
Cc1sc2ncn(CC(=O)N3CCN(c4ccccn4)CC3)c(=O)c2c1S(=O)(=O)N1CCC(C)CC1
 : 0	-11	0	-1	-15	3	-19	13
COC(=O)C(C)(C)ONC(=O)Nc1ccc(C)cc1
 : -3	-8	-2	.	.	-2	21	7
Cc1nnn(C23CC4CC(CC(CC(=O)Nc5ccc(C)c(Cl)c5)(C4)C2)C3)n1
 : 5	34	1	2	-8	-5	-13	19
Cc1ccc(S(=O)(=O)Nc2cccc3c2O[C@@H](CN(C)Cc2ccc4c(c2)OCO4)[C@@H](C)CN([C@@H](C)CO)C3=O)cc1
 : -10	15	-5	23	-6	-3	-11	1
Cc1cc(C)c2c(=O)[nH]n(C(C)C)c2n1
 : -6	.	-6	1	-1	-7	.	.
CC(NC(=O)Cn1cc(Br)c([N+](=O)[O-])n1)c1ccccc1 (stereo unspecified)
 : 18	-8	-3	0	13	4	6	1
Cc1noc(C)c1NC(=O)N(C)C[C@H]1Oc2c(NC(=O)Nc3ccc(C(F)(F)F)cc3)cccc2C(=O)N([C@H](C)CO)C[C@@H]1C
 : 5&1	5	-2&5	-7&4	-1	-2&-2	-4&-12	2&6
S=c1[nH]nc(COc2ccc(Cl)cc2)n1-c1ccccc1
 : -4	23	6	7	14	6	-10	7
Cc1onc(-c2c(Cl)cccc2Cl)c1C(=O)N1CCCc2ccccc21
 : -12	.	0	1	-16	1	-8	2
COc1cc(/C=N/Nc2ccccc2)ccc1O
 : -6	5	0	22	4	-1	-5	5
O=C(Nc1cccc(C(F)(F)F)c1)C1Cc2c(-c3ccccc3)ccnc2O1 (stereo unspecified)
 : .	7	8	0	-4	-3	.	8
Cc1ccc(C2c3c(oc4ccccc4c3=O)C(=O)N2c2nncs2)cc1 (stereo unspecified)
 : -12	-7	-3	11	8	4	.	-4
CCOC(=O)C(Cc1ccc(Cl)cc1Cl)c1ccno1 (stereo unspecified)
 : -1	7	.	.	-13	.	16	-27
O=C(c1cccc(F)c1)N1CCN(c2cc(N3CCCCC3)c(F)cc2[N+](=O)[O-])CC1
 : 11	.	.	32	14	.	-50	.
CCC(C)(C)NCC(=O)Nc1ccc(OC(F)(F)F)cc1
 : -3	-12	0	-2	-20	-1	.	.
CN(C(=O)c1ccc(NC(=O)Cc2ccc(NC(=O)C3CCCN(C(=O)C4CCCC4)C3)cc2)cc1)C1CCCC1 (stereo unspecified)
 : -8	-7	2	5	-1	-1	-2	-5
CCSC1=NCCN1C(=O)Cc1ccc(-c2ccccc2)cc1
 : -1	10	.	.	-9	.	-3	.
CCc1ccc(/C=C2\SC(N3CCOCC3)=NC2=O)cc1
 : -1	10	-2	5	-8	-5	21	-17
Cc1cc(C)cc(NC(=O)CSc2nnc(NC(=O)C3CC3)s2)c1
 : -22	-19	-2	-5	-5	2	15	-5
CC(C)NC(=O)N(C)C[C@@H]1Oc2cc(C3=CCCC3)ccc2S(=O)(=O)N([C@@H](C)CO)C[C@H]1C
 : 4	.	0	8	-5	1	-4	7
Cc1oc(S(=O)(=O)N2CCCCC2)cc1NC(=O)Nc1ccc(Cl)cc1
 : 11	8	.	.	.	.	10	4
COc1ccc([C@@H]2C[C@H]3[C@@H](CN2S(=O)(=O)c2ccccc2)C(=O)C[C@@H](c2cccc(Cl)c2)N3S(=O)(=O)c2ccc(C)cc2)cc1
 : .	.	0	-1	11	2	.	.
O=S(=O)(NCc1cn2ccsc2n1)c1ccc(Oc2ccccc2)cc1
 : -10	.	4	.	-7	10	.	.
COC(=O)[C@H]1[C@H](CO)[C@H]2Cn3c(ccc(/C=C/c4ccccc4)c3=O)[C@H]2N1C(=O)c1cnccn1
 : -2	0	3	26	.	-1	-2	9
C[C@H]1CN([C@@H](C)CO)C(=O)Cc2cc(NC(=O)C3CC3)ccc2O[C@@H]1CN(C)S(C)(=O)=O
 : -7	13	-2	-9	.	-2	1	-11
CCOC(=O)c1cc(C(=O)Nc2sc3c(c2C#N)CCCC3)nn1C
 : -5	-7	0	-25	2	-1	12	-12
CN(C)C(=O)C[C@@H]1CC[C@H]2[C@@H](COC[C@@H](O)CN2C(=O)C2CC2)O1
 : -16	13	3	-5	1	-2	7	6
CCC(=O)Nc1ccc2c(c1)C(=O)N(C)[C@@H]1CC[C@H](CC(=O)Nc3cccc(OC)c3)O[C@@H]1CO2
 : -5	13	7	-6	4	2	-1	-8
Cc1cccc(N2CC(C(=O)NCC3COc4ccccc4O3)CC2=O)c1C (stereo unspecified)
 : 0	0	12	1	.	-1	.	19
C[C@H]1CN([C@@H](C)CO)C(=O)c2cccc(NC(=O)C3CC3)c2O[C@H]1CN(C)C(=O)Nc1ccccc1
 : -16	-6	-15	-9	.	-1	11	-14
COc1ccc(CCNC(=O)c2ccc(=O)[nH]c2)cc1
 : -2	11	-1	0	-1	2	-13	-12
CCOC(=O)c1ccc(S(=O)(=O)N2CC(=O)Nc3ccccc32)cc1
 : .	19	2	4	-18	2	6	-17
O=C(NCC(=O)N(c1cccnc1)C(C(=O)NC1CCCC1)c1ccco1)c1cccs1 (stereo unspecified)
 : -5	.	0	-6	7	-4	.	.
CC(C)CN1CCCC(N2CCN(c3cccc(Cl)c3)CC2)C1 (stereo unspecified)
 : 3	8	-1	5	13	3	3	6
CC(C)(C)C1CCc2c(sc(NC(=O)c3ccncc3)c2C(N)=O)C1 (stereo unspecified)
 : -4	52	-1	.	0	-1	.	5
COc1ccccc1NC(=S)NC(=O)C(C)(C)C
 : -2	.	12	-15	-6	2	12	-12
Cc1ccsc1C(=O)NCCc1nnc2ccccn12
 : -2	-124	-1	-2	7	-3	12	-33
COc1ccc(NC(=O)N(C)C[C@@H]2Oc3cc(-c4ccncc4)ccc3S(=O)(=O)N([C@H](C)CO)C[C@@H]2C)cc1
 : -4	.	3	26	7	-4	18	5
O=C(Nc1cc(F)ccc1F)N1CCCCN2[C@@H](CO)[C@H](c3ccc(-c4ccncc4)cc3)[C@@H]2C1
 : 7	-14	0	.	3	-2	0	-3
Cn1nccc1C(=O)N1CCN(c2ccc(F)cc2)CC1
 : 2	17	0	8	-20	-2	4	.
C[C@H]1CCCCO[C@H](CN(C)S(=O)(=O)c2cccs2)[C@@H](C)CN([C@@H](C)CO)C(=O)c2cc(NC(=O)Cc3ccccc3)ccc2O1
 : 3	7	-2	.	-8	0	-15	12
COC(=O)c1cc(-c2ccc(OC)cc2F)nc2nc(SC)[nH]c(=O)c12
 : -6	-5	0	20	-43	1	8	-6
Cc1cc(C)c(O)c(C2(O)C(=O)c3ccccc3C2=O)c1
 : -3	5	.	.	.	.	26	3
COc1cccc(CN(C)C(=O)CCN=C2NS(=O)(=O)c3ccccc32)c1OC
 : -8	2	0	6	-5	2	-5	-3
OC[C@H]1OC(O)C[C@@H](O)[C@@H]1O (stereo partly specified)
 : -3	-12	-2	-3	.	6	.	14
CC(C)OC(=O)NS(=O)(=O)c1cccc([N+](=O)[O-])c1
 : .	-6	-2	0	.	-3	-1	-8
O=C(CS(=O)Cc1ccccc1Cl)Nc1ccccc1Cl (stereo unspecified)
 : -1	-5	.	.	.	.	-3	-9
CCOc1ccc(/C=C/C(=O)N(CC)CC(=O)Nc2ccc3c(c2)OCCO3)cc1OCC
 : 9	0	1	1	.	6	12	4
